Assay outcomes deposited in PubChem BioAssay by Johns Hopkins Ion Channel Center.
TRPC6 act: mouse TRPC6 channel activation | Q61143 | HEK293-TRPC6 membrane potential dye fluorescence; active compounds read high | B-score at 10 µM | actives 0.13% (n = 310,000);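 active = B-score of the integrated fluorescence ratio above library mean plus 3 SD, and starting fluorescence ratio within library mean plus 5 SD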;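 note: higher score means more depolarization so channel activation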
MrgX1 antagonist: human MrgX1 receptor antagonism, primary screen. MRGX1-HEK293 calcium flux, Fluo-4, BAM8-22 antagonism; active compounds read low. B-score at 10 µM. actives 1.3% (n = 310,000). AID 588676;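 active = calcium-response B-score plate-corrected more than 3 library SD below zero, starting fluorescence within 5 deviations, no agonist response on first addition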;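 note: peak minus trough fluorescence over baseline after final BAM8-22 challenge near maximal dose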
TMEM16A act: activators or potentiators of mouse TMEM16A chloride channel; Q8BHY3; HEK293 TMEM16A/YFP-H148Q/I152L, iodide quench fluorescence; active compounds read low; B-score at 10 µM; actives 0.3% (n = 340,000); AID 623877;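 active = fluorescence-ratio B-score plate-corrected deviation score at least 3 library SD below zero, with starting fluorescence score within 5 deviations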;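 note: channel opened by trigger with iodide after compound preincubation; score built on the fluorescence ratio of max minus min over baseline; more negative score means more quench and so TMEM16A activation or potentiation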
Target sequence (Q8BHY3 whole entry, looked up): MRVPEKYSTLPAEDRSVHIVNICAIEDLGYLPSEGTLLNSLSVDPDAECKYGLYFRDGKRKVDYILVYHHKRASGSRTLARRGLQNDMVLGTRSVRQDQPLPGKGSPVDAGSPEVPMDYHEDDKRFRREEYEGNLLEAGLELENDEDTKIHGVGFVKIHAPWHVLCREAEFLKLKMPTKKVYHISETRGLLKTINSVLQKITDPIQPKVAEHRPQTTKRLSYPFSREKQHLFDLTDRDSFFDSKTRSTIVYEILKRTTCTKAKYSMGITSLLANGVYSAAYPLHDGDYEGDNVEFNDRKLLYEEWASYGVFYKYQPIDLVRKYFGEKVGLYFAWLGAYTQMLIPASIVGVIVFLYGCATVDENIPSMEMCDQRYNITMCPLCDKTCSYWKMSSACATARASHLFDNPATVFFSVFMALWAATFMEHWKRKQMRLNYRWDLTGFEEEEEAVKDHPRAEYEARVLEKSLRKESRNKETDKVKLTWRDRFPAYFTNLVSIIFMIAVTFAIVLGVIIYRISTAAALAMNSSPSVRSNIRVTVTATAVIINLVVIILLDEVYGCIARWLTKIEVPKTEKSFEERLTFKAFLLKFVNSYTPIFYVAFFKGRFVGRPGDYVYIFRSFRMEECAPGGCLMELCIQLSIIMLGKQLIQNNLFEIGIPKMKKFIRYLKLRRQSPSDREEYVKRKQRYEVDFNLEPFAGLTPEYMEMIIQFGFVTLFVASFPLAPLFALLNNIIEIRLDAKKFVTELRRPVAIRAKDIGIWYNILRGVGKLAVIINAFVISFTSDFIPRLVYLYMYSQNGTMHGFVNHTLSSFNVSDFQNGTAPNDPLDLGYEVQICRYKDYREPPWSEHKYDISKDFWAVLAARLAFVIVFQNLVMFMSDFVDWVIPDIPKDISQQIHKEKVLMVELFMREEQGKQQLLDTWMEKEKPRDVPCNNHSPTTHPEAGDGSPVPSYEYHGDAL
MrgX1 allo act: human MrgX1 positive allosteric modulation, primary screen. Q96LB2. MrgX1-HEK293, Fluo-4 calcium flux, FDSS; active compounds read high. B-score at 10 µM. actives 0.63% (n = 310,000). AID 588675;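 active = plate-corrected calcium response at least 3 library SD above typical, normal starting fluorescence, not activating the receptor alone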;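 note: compound read alongside a low EC10 to EC30 dose of BAM8-22 agonist; peak minus trough fluorescence over baseline measured at the second addition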
TRPC4 PAM: allosteric potentiators of mouse TRPC4 channel; Q9QUQ5; HEK293 TRPC4beta/mu-opioid, DAMGO EC20, Fluo-4 Ca2+ flux; active compounds read high; B-score at 10 µM; actives 0.42% (n = 310,000);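 active = B-score of calcium response area above 5 SD of library B-scores, with initial fluorescence ratio within 5 SD of library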;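 note: B-score of integrated fluorescence ratio over time as area under calcium response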
TRPC4 act: opens the mouse TRPC4 cation channel | Q9QUQ5 | HEK293 TRPC4beta/mu-opioid, Fluo4 calcium fluorescence; active compounds read high | B-score at 10 µM | actives 0.49% (n = 310,000);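 active = B-score above 5 SD of library B-scores, and initial fluorescence ratio not above library mean plus 5 SD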;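 note: positive B-score marks a calcium rise read as TRPC4 activation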
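Assay system – TRPC4beta and mu-opioid receptor HEK293 stable cells · Measured by – Fluo4 fluorescence, kinetic · Schedule – dye loading 45 min room temperature, 110 s kinetic read · Read-out – B-scored integrated calcium fluorescence ratio · Controls – buffer and maximal DAMGO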
RGS4 inh: human RGS4 inhibition; actives 0.45% (n = 310,000); P49798; B-score at 10 µM; HEK293 M3R/RGS4 inducible, Fluo-4 calcium flux; active compounds read high; triggered by carbachol at its EC20;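 active = B-score, a plate-corrected calcium signal, over three deviations above library mean, with baseline fluorescence within five deviations of library mean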;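 note: RGS4 expression induced by doxycycline in cells with stable M3 receptor; B-score is computed from the integrated fluorescence ratio over baseline after carbachol; higher B-score means a larger calcium signal and so more RGS4 inhibition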
TRPC6 inhibitor: inhibitors of mouse TRPC6 channel. Q61143. HEK293-TRPC6, membrane potential dye, ACh-evoked depolarization; active compounds read low. B-score at 10 µM. actives 1.1% (n = 310,000). AID 2553;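 active = B-score under library mean minus 3 SD, initial fluorescence not abnormally high, positive integrated signal ratio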;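 note: B-score derived from integrated fluorescence ratio over the kinetic read; more negative B-score means stronger inhibition of depolarization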
TMEM16A inh: mouse TMEM16A channel inhibition, primary screen. normalized B-score (activity score, 25-100; higher = stronger inhibition) at 10 µM. Q8BHY3. HEK293 TMEM16A/YFP iodide influx fluorescence, ionomycin. AID 588511. actives 1.2% (n = 310,000);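 active = ratio plate-corrected score three or more library SD toward inhibition, starting fluorescence score within five deviations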;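 note: score derived from kinetic fluorescence span divided by baseline fluorescence per well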
TRPC4 block: inhibitors of mouse TRPC4 channel | Q9QUQ5 | HEK293 TRPC4beta/mu-opioid, DAMGO-evoked Fluo4 calcium flux; active compounds read low | B-score at 10 µM | actives 0.39% (n = 300,000);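 active = B-score over 3 SD under the library average, no early fluorescence shift, positive overall ratio signal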
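Assay system: Stable TRPC4beta/mu-opioid receptor HEK293 cells | Reagent: DAMGO in two steps, submaximal then maximal | Compound dosing: Single concentration per test compound | Signal: Fluo4 Ca2+ flux fluorescence | Evaluation: Per-well B score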
MrgX1 agonist: agonists of human MrgX1 receptor; MrgX1-HEK293 cells, Fluo-4 calcium fluorescence, agonist mode; active compounds read high; B-score at 10 µM; actives 0.44% (n = 310,000);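 active = calcium response B-score plate-corrected fluorescence ratio at least 3 library SD, with starting fluorescence B-score inside 5 SD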
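System – MrgX1-expressing HEK293 cells · Incubation – cells plated overnight, dye loaded 0.5 h 37 °C, 0.5 h room temperature · Technique – kinetic Fluo-4 NW fluorescence of intracellular calcium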
The depositor's hits bear a star; i = inactive; · = no result given. This is a random part of the collection; overall some 5.8% were active at least once.

SMILES	TRPC6 act	MrgX1 antagonist	TMEM16A act	MrgX1 allo act	TRPC4 PAM	TRPC4 act	RGS4 inh	TRPC6 inhibitor	TMEM16A inh	TRPC4 block	MrgX1 agonist
CCOc1ccccc1NC(=O)c1ccc2c(c1)C(=O)N(CC)C2=O	i	i	i	i	i	i	i	i	i	i	i
C/C(=N\O)C(C)Oc1ccc(Cl)cc1 (configuration not stated)	i	i	i	i	i	i	i	i	i	i	i
COCCCN(C(=O)CSCC(=O)Nc1cccc(C)c1)c1c(N)n(Cc2ccccc2)c(=O)[nH]c1=O	i	i	i	i	i	i	i	i	i	i	i
O=C(NCCC1=CCCCC1)c1ccc2c(=O)n3c(nc2c1)CCCCC3	i	i	i	i	i	i	i	i	i	i	i
Fc1ccccc1/C=N/Nc1ncnc2nc[nH]c12	i	i	i	i	i	i	i	i	i	i	i
O=C(NC1CC2CCCC(C1)N2S(=O)(=O)c1ccccc1)c1ccco1 (configuration not stated)	i	i	i	i	i	i	i	i	i	i	i
CCSc1nnc(NC(=O)c2ccc(C)cc2)s1	i	i	i	i	i	i	i	i	i	i	i
O=C(NCc1ccco1)C1CCCN1C(=O)Nc1ccc(Br)cc1 (configuration not stated)	i	·	i	·	i	i	i	i	·	i	·
CC(C)(C)C(=O)NC(NC(=S)Nc1sc2c(c1C#N)CCCC2)C(Cl)(Cl)Cl (configuration not stated)	i	i	i	i	i	i	i	i	100*	i	i
COc1ccc(NC(=O)C2CCCCN2CC(=O)OCc2ccccc2)cc1OC (configuration not stated)	i	i	i	i	i	i	i	i	i	i	i
O=C(Nc1nccs1)C1CC(=O)N(c2ccccc2)C1 (configuration not stated)	i	i	i	i	i	i	i	i	i	i	i
COCCNS(=O)(=O)c1ccc(F)c(OC)c1	i	i	i	i	i	i	i	i	i	i	i
COc1ccc(NC(=S)N2CCC(NC(=O)c3cccc(C)c3)CC2)cc1	i	i	i	i	i	i	i	i	i	i	i
COc1ccccc1N1CC(O)=C(c2nc3ccccc3s2)C1=N	i	i	i	i	i	i	i	i	i	i	i
CCOCCCNS(=O)(=O)c1ccc(OC)c(Cl)c1Cl	i	i	i	i	i	i	i	i	i	i	i
N#CC1=C(N)Oc2n[nH]c(-c3ccccn3)c2C1c1c(F)cccc1Cl (configuration not stated)	i	i	i	i	i	i	i	i	i	i	i
Cc1cc(NC(=O)CSc2nc3c(c(=O)n2-c2ccc(Br)cc2)SCC3)no1	i	i	i	i	i	i	i	i	i	i	i
CCOc1ccc(NC(=O)CN2CCN(CC(=O)Nc3ccc(Cl)c(C(F)(F)F)c3)CC2)cc1	i	i	i	i	i	i	i	i	i	i	i
CC(=O)N(Cc1ccccc1)c1c(N)nc(N)[nH]c1=O	i	i	i	i	i	i	i	i	i	i	i
Cc1ccc(OCC(=O)Nc2ccc(S(=O)(=O)N(C)C3CCN(C)CC3)cc2)c(C)c1	i	i	i	i	i	i	i	i	i	i	i

Whole records from above:
Listed for `N#CC1=C(N)Oc2n[nH]c(-c3ccccn3)c2C1c1c(F)cccc1Cl` (configuration not stated) = TRPC6 act = i; MrgX1 antagonist = i; TMEM16A act = i; MrgX1 allo act = i; TRPC4 PAM = i; TRPC4 act = i; RGS4 inh = i; TRPC6 inhibitor = i; TMEM16A inh = i; TRPC4 block = i; MrgX1 agonist = i
Listed for `Cc1ccc(OCC(=O)Nc2ccc(S(=O)(=O)N(C)C3CCN(C)CC3)cc2)c(C)c1` = TRPC6 act = i; MrgX1 antagonist = i; TMEM16A act = i; MrgX1 allo act = i; TRPC4 PAM = i; TRPC4 act = i; RGS4 inh = i; TRPC6 inhibitor = i; TMEM16A inh = i; TRPC4 block = i; MrgX1 agonist = i

Following part.
SMILES	TRPC6 act	MrgX1 antagonist	TMEM16A act	MrgX1 allo act	TRPC4 PAM	TRPC4 act	RGS4 inh	TRPC6 inhibitor	TMEM16A inh	TRPC4 block	MrgX1 agonist
CC(OC(=O)c1nn(C)c(=O)c2ccccc12)C(=O)NCc1ccc2c(c1)OCO2 (configuration not stated)	i	i	i	i	i	i	i	i	i	i	i
Cc1cccc(-c2nnn(C/C(N)=N/O)n2)c1	i	i	i	i	i	i	i	i	i	i	i
O=C(CP(=O)(c1ccccc1)c1ccccc1)N1CCCCC1	i	i	i	i	i	i	i	i	i	i	i
Nc1c2c(nc3sc4c(c13)CCCC4)-c1ccccc1CC2	i	i	i	i	i	i	i	i	i	i	i
Cc1oc2cc3oc(=O)ccc3cc2c1C	i	i	i	i	i	i	i	i	i	i	i
COc1ccccc1C(=O)NNC(=O)C(=O)NC1CCCCC1	i	i	i	i	i	i	i	i	i	i	i
Cc1ccc(-c2noc(CN(C(=O)CCN3C(=O)c4ccccc4C3=O)C(C)C)n2)cc1	i	i	i	i	i	i	i	i	i	i	i
COc1ccc(OC)c(C(=O)c2ccc(C(=O)Nc3cccc4ccccc34)cc2)c1	i	i	i	i	i	i	i	i	i	i	i
Cc1cccc(NC(=O)CN2C(=O)N/C(=C\c3cccn3-c3cccc(C(=O)O)c3)C2=O)c1	i	i	i	i	i	i	i	i	i	i	i
COc1cc2cc(CN(C(=O)NC3CCCCC3)C3CCCC3)c(=O)[nH]c2cc1OC	i	i	i	i	i	i	i	i	i	i	i
COC(=O)[C@@H](NC(=O)Nc1ccccc1F)C(C)C	i	i	i	i	i	i	i	i	i	i	i
CCSc1nc2c(c(=O)[nH]1)C(c1ccncc1)C(C(=O)OC)=C(C)N2 (configuration not stated)	i	i	i	i	i	i	i	i	i	i	i
Cn1c(SCc2ccccn2)nnc1-c1ccccc1	i	i	i	i	i	i	i	i	i	i	i
CSc1nc(C)c2c(n1)N(c1ccc(C(C)C)cc1)CC2	i	i	i	i	i	i	i	i	i	i	i
CCOC(=O)C[C@H]1c2ccc(C(F)(F)F)cc2S(=O)(=O)N1c1cccc(OC)c1	i	i	i	i	i	i	i	i	i	i	i
C/C=C(\C)CN1CCN(c2ccc(C)cc2)CC1	i	i	i	i	i	i	i	i	i	i	i
OC(CN1CCCCC1)CN1CCCCC1	i	i	i	i	i	i	i	i	i	i	i
O=C(CCCN=C1NS(=O)(=O)c2ccccc21)OCC(=O)N1CCc2ccccc21	i	i	i	i	i	i	i	i	i	i	i
O=C(Nc1cccc(Cl)c1)c1ccc(=O)[nH]n1	i	i	i	i	i	i	i	i	i	i	i
COc1ccnc(Oc2ccccc2)c1C(=O)N/C=N/OCc1ccccc1	i	i	i	i	i	i	i	i	i	i	i
O=S(=O)(NC1CCCCC1Nc1ccccc1)c1ccccc1 (configuration not stated)	i	i	i	i	i	i	i	i	i	i	i
COc1ccc(/C=N/n2c(C)nnc2C)c(OC)c1	i	i	i	i	i	i	i	i	i	i	i
Cc1cc(/C=C2/NC(=O)NC2=O)c(C)n1-c1ccncc1	i	i	i	6.7*	i	i	i	i	i	i	i
Cc1nn2c(Nc3ccc(F)cc3)c3c(nc2c1-c1ccccc1)CCC3	i	i	i	i	i	i	i	i	i	i	i
CC(C)N1CC(COc2ccc(Cl)cc2Cl)OC1=O (configuration not stated)	i	i	i	i	i	i	i	i	i	i	i
Cc1ccc(CNC(=O)c2ccc(N3CCCC3=O)cc2)cc1	i	i	i	i	i	i	i	i	i	i	i
CCn1c(=O)cc(OCC(=O)NC2CCCCC2)c2ccccc21	i	i	i	i	i	i	i	i	i	i	i
O=C(CCc1nnc2ccc(NCc3ccco3)nn12)N1CCCCC1	i	i	i	i	i	i	i	i	i	i	i
Cc1cc(C(=O)Nc2nnc(C3CCCCC3)s2)cs1	i	i	i	i	i	i	i	i	i	i	i
COc1ccc(CNS(=O)(=O)c2ccc3c(c2)NC(=O)CS3)cc1	i	i	i	i	i	i	i	i	i	i	i
Cc1cc(Cl)ccc1C(=O)C1CCCN(C(=O)CCN2CCCO2)C1 (configuration not stated)	i	i	i	i	i	i	i	i	i	i	i
C(=C\c1ccccc1)/C=N/Nc1nc(N2CCCCC2)nc(N2CCCCC2)n1	i	i	i	i	i	i	i	i	i	i	i
CCCCNC(=O)CCC(=O)NNc1nc2ccccc2c2nc(-c3ccccc3)nn12	i	i	i	i	i	i	i	i	i	i	i
CCOC(=O)c1c(CC(C)C)csc1NC(=O)COC(=O)C1=NNC(=O)CC1	i	i	i	i	i	i	i	i	i	i	i
Cc1ccc(-n2c(SCC(=O)Nc3cccc(S(N)(=O)=O)c3)nc3ccccc32)cc1	i	i	i	i	i	i	i	i	i	i	i
CCc1cc2c(N3CCN(C(=O)c4ccco4)CC3)ncnc2s1	i	i	i	i	i	i	i	i	i	i	i
COc1ccc(C(CCNC(C)c2ccccc2)c2ccc(F)cc2)cc1 (configuration not stated)	i	i	i	i	i	i	i	i	i	i	i
Cc1cc(C)nc(NC(=S)Nc2ccc(F)cc2F)c1	i	i	i	i	i	i	i	i	i	i	i
NC(=O)c1ccccc1NS(=O)(=O)c1ccc(F)cc1	i	i	i	i	i	i	i	i	i	i	i
COc1ccc(C2C(C(=O)N3CCN(C)CC3)c3cc(OC)c(OC)cc3C(=O)N2C)cc1 (configuration not stated)	i	i	i	i	i	i	i	i	i	i	i
Cc1ccc2cc(-c3noc(C4CCCO4)n3)c(=O)[nH]c2c1 (configuration not stated)	i	i	i	i	i	i	i	i	i	i	i
O=C(NC1CCCC1)C(c1ccco1)N(Cc1ccccc1)C(=O)c1csnn1 (configuration not stated)	i	i	i	i	i	i	i	i	i	i	i
O=C(Cc1ccsc1)N1CCN(S(=O)(=O)c2cc(C(F)(F)F)cc(C(F)(F)F)c2)CC1	i	i	i	i	i	i	i	i	i	i	i
COc1ccccc1N1CCN(C(=O)c2cc(C)on2)CC1	i	i	i	i	i	i	i	i	i	i	i
O=S(=O)(Nc1nc2ccccc2nc1Nc1ccc(N2CCOCC2)cc1)c1cc(Cl)ccc1Cl	i	i	i	i	i	i	i	-6.7*	100*	i	i
Cc1csc(=O)n1CC(=O)OCC(=O)NCc1ccc(F)cc1	i	i	i	i	i	i	i	i	i	i	i
Cc1cc(C)c(NC(=O)/C=C\C(=O)O)c(Cl)c1	i	i	i	i	i	i	i	i	i	i	i
CCOC(=O)C1=C(N)Oc2ccc3ccccc3c2C1c1cccnc1 (configuration not stated)	i	i	i	i	i	i	i	i	i	i	i
